Cneo AK release: Cryptococcus neoformans cell lysis inducers, primary screen, AK release luminescence, single concentration; C. neoformans lysis, adenylate kinase release luminescence, 4 h; normalised: neutral wells 0, clomiphene wells 100; lysis activity, % at 15 µM; 360,000 compounds, 0.2% hits;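 active means mean lysis activity across replicates of at least 80%, whatever share of replicates individually reach that level; inactive means mean lysis activity below 80%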
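Material – Cryptococcus neoformans yeast cells · Quantity – 5 × 10^6 yeast cells/mL · Buffer or medium – YPD medium · Compound – single dose · Timing – 4 h static compound exposure, 37 °C, read 1 h post-reagent · Signal – adenylate kinase release luminescence · Read-out basis – lysis from increased AK signal · Benchmarks – Clomiphene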
FN deposition inh: inhibitors of fibronectin matrix deposition, primary screen, AH1F cells, Alexa488-fibronectin fluorescence, plate reader. AH1F fibroblasts, overnight. 350,000 compounds, 0.086% hits. inhibition, % at 12.6 µM. AID 743247, 2014;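 active means mean inhibition across replicates of 30% or more, regardless of how many single replicates reach that level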;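 further: positive control wells lacked labelled fibronectin entirely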
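Assay system: AH1F fibroblasts / Quantity: 10000 cells per well / Medium: DMEM plus 2% serum, read in PBS / Reagent: labelled fibronectin 24 nM / Dosing: single dose, pinned / Times: 1 h cell attachment, overnight exposure to compound and label / Signal: fluorescence, ex 485 nm, em 525 nm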
PglD DTNB: C. jejuni PglD acetyltransferase inhibitors, primary screen, biochemical, DTNB colorimetric, single point; 360,000 compounds, 0.098% hits; purified PglD enzyme, DTNB colorimetric CoA detection; inhibition, % at 12.5 µM; in the data active means inhibition above about 16%, passing the limit was not always enough; further: strong numbers were not always called active
F508del corr: F508del CFTR correction, initial screen, CFBE line, single point | CFBE cells, YFP halide quenching; stimulated with forskolin plus potentiator P3; % fluorescence drop versus neutral controls | activity (quench increase), % at 7.58 µM | 350,000 compounds, 0.36% hits | AID 720511, 2013;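 active means mean added fluorescence quench of at least 8% versus neutral control, with both replicates also reaching 8%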;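 further: cells transiently co-express mutant CFTR-F508del with the halide-sensitive YFP; corrector assay measuring rescue of mutant channel to the surface after 24 h compound exposure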
miR-122 sensor: miR-122 Renilla sensor signal increase in Huh7, primary screen, miR-122 inhibitor project, cell-based, single point, plate reader; Huh7 miR-122 Renilla luciferase sensor, 48 h; neutral wells = 0, positive control = 100; activation (reporter increase), % at 12.5 µM; 340,000 compounds, 0.3% hits;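 active means mean replicate activation score at least 90 and every replicate individually at or above 90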;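 further: higher luciferase means less miR-122 activity so hits act as miR-122 inhibitors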
INS-1E GSIS act: GLuc luminescence reporter in INS-1E cells, primary screen for activators of glucose-dependent secretion of insulin. INS-1E GLuc reporter insulin secretion, 2-3 h. activation, % at 16.6 µM. 370,000 compounds, 0.61% hits;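 active means lowest replicate activation of at least 40%, so every replicate reaches that level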;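 further: 0% = median of neutral control wells and 100% = median of IBMX positive control wells; some compounds called inactive have numbers as strong as hits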
PGC1a acetyl inh: inhibitors of PGC1a acetylation signal, primary screen, cell-based, U2OS, AlphaScreen, inhibitor mode; AlphaScreen anti-acetyl-lysine; with virally co-expressed GCN5 acetyltransferase; 350,000 compounds, 0.17% hits; AID 651687, 2012; inhibition, % at 15.6 µM;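 active means every replicate shows inhibition of at least 40%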;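 further: 0% = neutral control wells and 100% = positive control wells; some results beyond the cut were filed as inactive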
C2C12 statin: suppressors of statin myotoxicity in C2C12 myotubes, primary screen, cell-based, single point, plate reader. C2C12 myotubes + simvastatin, ATP luminescence, 48 h; scaled: DMSO 0, geranylgeraniol control 100. rescue of ATP level, % at 7.49 µM. 330,000 compounds, 0.78% hits. AID 602340, 2012;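 active means mean ATP rescue above about 67%, or every replicate alone reaching that limit, limit read from the data, passing the limit was not always enough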;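 further: myotubes were challenged with 10 µM simvastatin during compound exposure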
The depositor's hits bear a star; & = joins results of further samples; [ ] = dose if it differs, or a comment.

Screening CC(C)[C@H](NC(=O)c1ccccc1F)C(=O)OCC(=O)NC(=O)NC1CCCCC1 returned Cneo AK release -1, FN deposition inh -7, PglD DTNB 0, F508del corr -4.1, INS-1E GSIS act -20 and C2C12 statin -2.
C[C@H](CO)N1C[C@H](C)[C@@H](CN(C)Cc2ccncc2)Oc2ccc(NC(=O)c3ccncc3)cc2CC1=O was read as Cneo AK release 10, PglD DTNB 3, F508del corr 0.2, miR-122 sensor 2[16.7 µM], INS-1E GSIS act 6, PGC1a acetyl inh 2 and C2C12 statin -12.
Screening Cc1ccc(NC(=O)NC2CCCCC2)c(C)c1 returned Cneo AK release -1, FN deposition inh 7, PglD DTNB 1, F508del corr -0.5, miR-122 sensor 0 and PGC1a acetyl inh 4.
Screening CCN1C(=O)[C@H]2[C@@H](c3ccc(-c4cccc(Cl)c4)c(OC)c3)N[C@@](CC(C)C)(C(=O)OC)[C@H]2C1=O returned Cneo AK release 0, FN deposition inh -8, PglD DTNB 1, F508del corr 0.5, miR-122 sensor -9, INS-1E GSIS act -1, PGC1a acetyl inh 34 and C2C12 statin 9.
O=C1NC(=O)c2cc(NC(=O)C3CCCO3)ccc21 (stereo not given) was read as Cneo AK release -1, FN deposition inh -3, PglD DTNB 4, miR-122 sensor 0, PGC1a acetyl inh -10 and C2C12 statin 2.
CC1CCN(C(=O)COc2ccc3ccccc3c2Br)CC1 was read as Cneo AK release 17, FN deposition inh 5, PglD DTNB 3, F508del corr 2.6, miR-122 sensor 4, INS-1E GSIS act -25 and C2C12 statin -5.
CC(=O)Nc1ccc(NS(=O)(=O)c2cccc3ccccc23)cc1 was read as Cneo AK release -3, FN deposition inh -1, PglD DTNB 1, miR-122 sensor 73, INS-1E GSIS act 22, PGC1a acetyl inh 4 and C2C12 statin 41.
`CC(NC(=O)COC(=O)/C=C/c1ccc2c(c1)OCO2)c1ccccc1` (stereo not given) gave Cneo AK release 0, FN deposition inh -2, PglD DTNB 3, F508del corr -2.6, miR-122 sensor 2, INS-1E GSIS act -13, PGC1a acetyl inh 5 and C2C12 statin 2.
`O=C(Nc1ccc([N+](=O)[O-])cn1)c1ccc2c(c1)OCO2` gave FN deposition inh -2, F508del corr -0.1, INS-1E GSIS act 3 and PGC1a acetyl inh -8.
For COc1ccc(NC(=O)CCCC(=O)c2ccccc2)c(OC)c1 the results were Cneo AK release 1, FN deposition inh 0, PglD DTNB 2, F508del corr -2.2, miR-122 sensor 1, INS-1E GSIS act 13 and C2C12 statin 12.
For Cc1ccc(N2CC(C(=O)Nc3c4c(nn3C(C)(C)C)CS(=O)(=O)C4)CC2=O)cc1 (stereo not given) the results were Cneo AK release 10, PglD DTNB 2, F508del corr 1.3 and INS-1E GSIS act 11.
O=C(Nc1ccc2c(c1)OCCO2)C(c1cc2ccccc2o1)N1CCN(c2ccc(C(F)(F)F)cn2)CC1 (stereo not given) was read as Cneo AK release -15, FN deposition inh -2, PglD DTNB 6, F508del corr -3.7, miR-122 sensor 0, INS-1E GSIS act -5, PGC1a acetyl inh -44 and C2C12 statin 6.
For COc1ccc(CN2CCCC(C(=O)N3CCCC3)C2)c(OC)c1 (stereo not given) the results were Cneo AK release -1, FN deposition inh -3, PglD DTNB 5, F508del corr -0.9, miR-122 sensor -2, INS-1E GSIS act 12, PGC1a acetyl inh -4 and C2C12 statin -6.
`C[C@@H]1CN([C@H](C)CO)C(=O)c2cccc(NC(=O)Nc3cccc4ccccc34)c2O[C@H]1CN(C)C(=O)Nc1ccccc1` gave Cneo AK release 50, PglD DTNB 4, F508del corr 0.6, miR-122 sensor 14[16.7 µM], INS-1E GSIS act -14, PGC1a acetyl inh 5 and C2C12 statin 7.
`C[C@H](CO)N1C[C@H](C)[C@@H](CN(C)S(=O)(=O)c2ccc(F)cc2)Oc2c(NC(=O)Nc3ccccc3)cccc2C1=O` gave Cneo AK release -2&4, FN deposition inh 4, PglD DTNB -3&0, F508del corr 1.6&2.8, miR-122 sensor -3[16.7 µM], INS-1E GSIS act -6&-43, PGC1a acetyl inh 7&-3 and C2C12 statin -24&-3.
For Cc1noc(C)c1S(=O)(=O)Nc1ccc2c(c1)CC(=O)N([C@H](C)CO)C[C@H](C)[C@H](CN(C)C(=O)Nc1ccccc1)O2 the results were F508del corr 0.3, miR-122 sensor 9[16.7 µM], INS-1E GSIS act 6, PGC1a acetyl inh 11 and C2C12 statin 14.
Screening Cn1cnc(S(=O)(=O)N2CCCCN3[C@H](CO)[C@H](c4ccc(C#CC5CC5)cc4)[C@@H]3C2)c1 returned Cneo AK release 0, PglD DTNB 7, F508del corr 3.1, miR-122 sensor 4[16.7 µM] and PGC1a acetyl inh -2.
For CCOc1ccc(S(=O)(=O)NNS(=O)(=O)c2ccc(C)cc2C)cc1 the results were Cneo AK release 0, FN deposition inh 3, PglD DTNB 5, F508del corr -0.8, miR-122 sensor -2, INS-1E GSIS act 14, PGC1a acetyl inh -3 and C2C12 statin 3.
For Cc1ccc(-c2nc3cc(N)ccc3o2)cc1 the results were Cneo AK release -3, FN deposition inh 4, PglD DTNB 4, miR-122 sensor -3, PGC1a acetyl inh 4 and C2C12 statin 2.
Screening O=C(NNC(=O)c1cccc2ccccc12)c1ccc(Cl)cc1 returned Cneo AK release -2, FN deposition inh -10, PglD DTNB 1, F508del corr -0.7, INS-1E GSIS act -14, PGC1a acetyl inh -3 and C2C12 statin -7.
For Clc1cc2nc[nH]c2cc1Cl the results were FN deposition inh 5, F508del corr 0.6, INS-1E GSIS act -20 and PGC1a acetyl inh -1.
COC(=O)c1ccc(/C=N/Nc2nc(C)c(C)s2)cc1 was read as Cneo AK release 2, FN deposition inh 2, PglD DTNB -4, F508del corr -0.4, miR-122 sensor 1 and PGC1a acetyl inh 2.
For CCOc1ccc(N(CC(=O)NC2CCCCC2)C(=O)Cn2nnc(-c3ccc(C)o3)n2)cc1 the results were Cneo AK release 4, FN deposition inh 2, PglD DTNB -4, F508del corr -0.3, miR-122 sensor -1, INS-1E GSIS act -41, PGC1a acetyl inh 6 and C2C12 statin -3.
Screening CCOC(=O)c1c[nH]c2c(C(=O)c3ccccc3)cc(Cl)cc2c1=O returned Cneo AK release 1, FN deposition inh -6, PglD DTNB 5, F508del corr -3.1, miR-122 sensor 15, INS-1E GSIS act 6, PGC1a acetyl inh 3 and C2C12 statin -26.
Screening CCCC(=O)Nc1ccc(-c2nc3cc(C)ccc3o2)cc1 returned Cneo AK release -4, FN deposition inh -6, PglD DTNB 2, miR-122 sensor 8 and PGC1a acetyl inh -23.
Cc1nc2c(Cl)cccc2c2c1CC(CBr)O2 (stereo not given) was read as Cneo AK release -3, FN deposition inh -5, PglD DTNB 2, F508del corr -2.6, miR-122 sensor -3, INS-1E GSIS act 5, PGC1a acetyl inh -1 and C2C12 statin -5.
`CC(C)c1cc(CNC(=O)c2cc(COc3cncc(Cl)c3)on2)on1` gave Cneo AK release 0, FN deposition inh 1, PglD DTNB -2, F508del corr 0.0, miR-122 sensor 4, INS-1E GSIS act 2 and C2C12 statin 29.
For O=C(CNC(=O)c1ccc(Cl)cc1)OCN1C(=O)c2ccccc2C1=O the results were Cneo AK release 2, FN deposition inh 11, PglD DTNB 1, F508del corr -0.6, miR-122 sensor -5, PGC1a acetyl inh 4 and C2C12 statin -3.
COc1ccc2c3c(n(C)c2c1)[C@@H](CO)N(C)CC31CCN(S(=O)(=O)c2cccc(F)c2)CC1 was read as FN deposition inh 2, F508del corr 4.6, INS-1E GSIS act -14 and PGC1a acetyl inh -8.
COc1cccc(N2CCN(C(=O)c3ccc4nc[nH]c4c3)CC2)c1 was read as Cneo AK release -3, PglD DTNB -1, F508del corr 1.0, miR-122 sensor 0 and INS-1E GSIS act -11.
For CC1CCCN(C(=O)COC(=O)Cn2cnc3ccccc32)C1 (stereo not given) the results were Cneo AK release 3, PglD DTNB 0, F508del corr -1.2, miR-122 sensor 4, PGC1a acetyl inh 4 and C2C12 statin 4.
`COCC(=O)Nc1ccc2c(c1)[C@H]1C[C@@H](CC(=O)NCCN3CCCCC3)O[C@H](CO)[C@H]1O2` gave Cneo AK release 3, FN deposition inh -2, PglD DTNB 3, F508del corr -2.1, miR-122 sensor 0[16.7 µM], INS-1E GSIS act 5, PGC1a acetyl inh 4 and C2C12 statin -2.
Screening Cc1ccc(-c2nn3c(=O)c(C)nnc3s2)cc1 returned Cneo AK release -1, FN deposition inh 3, PglD DTNB 2, miR-122 sensor -2, PGC1a acetyl inh 2 and C2C12 statin 30.
`CCCN(CC(=O)Nc1ccccc1C)C(=O)c1oc2ccc(OCC)cc2c1C` gave Cneo AK release 2, FN deposition inh -5, PglD DTNB 2, F508del corr -4.8, INS-1E GSIS act -3, PGC1a acetyl inh 3 and C2C12 statin 7.
COc1ccc(OC)c(C(C)NC(=O)Nc2ccccc2)c1 (stereo not given) was read as Cneo AK release -1, PglD DTNB 1, F508del corr 1.8, miR-122 sensor -18, INS-1E GSIS act -19, PGC1a acetyl inh 6 and C2C12 statin 12.
CN1/C(=C/c2cccc[n+]2CCO)Sc2ccccc21 was read as Cneo AK release -1, FN deposition inh 8, PglD DTNB -8, F508del corr 1.2, INS-1E GSIS act 10 and C2C12 statin 3.
C[C@H]1CN([C@@H](C)CO)S(=O)(=O)c2ccc(C#Cc3ccccc3)cc2O[C@H]1CN(C)C(=O)C1CC1 was read as Cneo AK release -3, FN deposition inh -20, PglD DTNB -2, F508del corr 1.5, miR-122 sensor 4[16.7 µM], INS-1E GSIS act -16, PGC1a acetyl inh -2 and C2C12 statin 20.
`CC(Nc1ccccc1CO)C(=O)Nc1cccc(Cl)c1Cl` (stereo not given) gave Cneo AK release 1, FN deposition inh 8, PglD DTNB 0, F508del corr -1.5, miR-122 sensor 2, INS-1E GSIS act -7, PGC1a acetyl inh 16 and C2C12 statin 15.
`CCN(CC)C(=O)C1CCCN(c2ccc([N+](=O)[O-])cc2/C=N/NC(=O)c2ccc([N+](=O)[O-])cc2)C1` (stereo not given) gave Cneo AK release 0, FN deposition inh -20, PglD DTNB 0, miR-122 sensor -5, PGC1a acetyl inh -1 and C2C12 statin -9.
CC[C@@H]1CCCCc2ccccc2[C@@H](C(=O)C[C@@H](O)CC(C)=O)OC1=O was read as Cneo AK release 1, FN deposition inh -3, PglD DTNB 2, F508del corr -1.1, miR-122 sensor 2, INS-1E GSIS act -12, PGC1a acetyl inh 10 and C2C12 statin -7.

As a short view, part of the list above:
Screening CC(C)[C@H](NC(=O)c1ccccc1F)C(=O)OCC(=O)NC(=O)NC1CCCCC1 returned Cneo AK release -1, FN deposition inh -7, PglD DTNB 0, F508del corr -4.1, INS-1E GSIS act -20 and C2C12 statin -2.
C[C@H](CO)N1C[C@H](C)[C@@H](CN(C)Cc2ccncc2)Oc2ccc(NC(=O)c3ccncc3)cc2CC1=O was read as Cneo AK release 10, PglD DTNB 3, F508del corr 0.2, miR-122 sensor 2[16.7 µM], INS-1E GSIS act 6, PGC1a acetyl inh 2 and C2C12 statin -12.
Screening Cc1ccc(NC(=O)NC2CCCCC2)c(C)c1 returned Cneo AK release -1, FN deposition inh 7, PglD DTNB 1, F508del corr -0.5, miR-122 sensor 0 and PGC1a acetyl inh 4.

Source: PubChem BioAssay

No enrichment for hits; any-hit rate near 2.1%.
